Bioassay records: PubChem BioAssay, National Center for Advancing Translational Sciences (NCATS)
USP1 inh = inhibitors of human USP1/UAF1 deubiquitinase; recombinant USP1/UAF1, Ub-Rhodamine cleavage fluorescence; O94782; 0.23% of 390,000 active; Potency, µM (highest dose often 57.1 µM), for the others: top-dose activity change, negative = inhibition, actives largely listed as inhibitors; AID 743255; note: potency is the fitted concentration of half-maximal effect; % is set by controls: 0 for no effect and ±100 for the full control effect; nearly all actives have a fitted effect of over 60% in size; inactives centre near -12
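Step one: compound is pinned into 1nM USP1/UAF1 in HEPES pH 7.8 buffer with TCEP. Step two: 15 min room-temperature incubation. Step three: Ub-Rho (150nM final) starts cleavage, tracked by fluorescence over six one-minute reads.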
LDHA block = inhibitors of human lactate dehydrogenase A; purified LDHA, NADH/diaphorase-resazurin fluorescence; hits give low values; P00338; activity change, % (values are at about 110 or 230 µM); AID 1347041; 0.15% of 480,000 active; in the data active = activity change below about -30%; inconclusive = mostly about -25% to -30%;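 note: plate controls were DMSO wells for no effect and wells without enzyme for full effect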
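Human LDH5 at 2 nM final in Tris HCl pH 7.4 with 0.06 mM NADH and 0.2 mM pyruvate, reacted 5 minutes at room temperature. Remaining NADH coupled via diaphorase/resazurin; resorufin fluorescence read at 0 and 20 minutes, normalized to enzyme-free and DMSO wells.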
rTrxR1 inhibitor = rat TrxR1 inhibition. O89049. Potency, µM (doses to about 114 µM), for the others: at the top dose activity change, negative = inhibition, usual class: inhibitors. 1% of 390,000 active. recombinant rTrxR1, NADPH fluorescence consumption, selenite substrate; note: potency is the fitted concentration of half-maximal effect; % is set by controls: 0 for no effect and ±100 for the full control effect; nearly all actives have a fitted effect of over 65% in size
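Rat TrxR1 (90 nM in the dispensed reagent) was pre-reduced with 400 uM NADPH for 5 min at room temperature, then incubated with compound for 15 min. After 400 uM selenite was added, NADPH fluorescence (Ex 340/Em 450 nm) was followed for 8 min.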
GRP78 ERSR act = ER stress response induction in glioma; 0.02% of 420,000 active; U87-MG GRP78 promoter luciferase reporter, 16 h; Potency, µM, for the others: at the highest dose activation, usual class: activators; note: potency is the fitted concentration of half-maximal effect; series mostly up to about 76 µM; % of control where 0% means no effect; nearly all actives have a fitted effect of over 35% in size
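ERSR induction read as luciferase luminescence (Bright-Glo, 10 min at room temperature) in stably transfected human U87-MG glioma cells exposed to compounds for 16 h, using GRP78 as sensor.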
Vif-A3G inh = blocks the Vif interaction with human APOBEC3G. AID 602310. 0.076% of 410,000 active. HeLa A3G-eYFP + Vif (tagged APOBEC3G with the HIV-1 protein that degrades it), YFP fluorescence, overnight. Q9HC16. Potency, µM (series often up to 46.1 µM), for inactives: top-dose activity, negative = active, actives largely listed as inhibitors;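 note: potency is the fitted concentration of half-maximal effect; % is set by controls: 0 for no effect and ±100 for the full control effect; nearly all actives have a fitted effect of over 60% in size; hits raise eYFP signal because A3G escapes Vif-driven loss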
Target sequence (Q9HC16 whole entry, looked up): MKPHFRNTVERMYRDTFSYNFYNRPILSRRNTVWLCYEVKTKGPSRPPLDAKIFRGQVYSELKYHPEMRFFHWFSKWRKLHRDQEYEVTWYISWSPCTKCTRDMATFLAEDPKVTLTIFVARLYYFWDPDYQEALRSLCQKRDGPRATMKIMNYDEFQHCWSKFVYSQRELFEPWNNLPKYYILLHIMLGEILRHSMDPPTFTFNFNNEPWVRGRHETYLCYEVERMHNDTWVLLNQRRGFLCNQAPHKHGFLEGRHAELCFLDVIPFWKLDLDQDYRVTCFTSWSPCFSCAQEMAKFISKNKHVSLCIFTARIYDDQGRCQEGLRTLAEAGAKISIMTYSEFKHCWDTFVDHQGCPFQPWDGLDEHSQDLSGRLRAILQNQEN
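Read-out is eYFP fluorescence (Ex 488/Em 500-530) from Vif-expressing HeLa A3G-eYFP cells; more signal means A3G escaped Vif-mediated degradation. Cells plated overnight, compound pinned in, incubated overnight at 37 deg C.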
TrxR1 substrate = is turned over as a substrate by rat TrxR1; O89049; purified TrxR1 substrate turnover, NADPH consumption readout; Potency, µM (top dose mostly 114 µM), inactives show top-dose activity change, negative = substrate turnover; 0.01% of 390,000 active; note: potency is the fitted concentration of half-maximal effect; % is set by controls: 0 for no effect and ±100 for the full control effect; nearly all actives have a fitted effect of over 50% in size
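Rat TrxR1, dispensed at 90 nM, was prereduced with 400 uM NADPH (final) for 5 min at ~22 deg C, then incubated with compound 15 min before 400 uM selenite. A first-read NADPH fluorescence drop versus no-compound background flagged substrates.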
mIDH1 inhibitor = blocks human mutant IDH1 R132H enzyme. 0.093% of 390,000 active. Potency, µM (top dose mostly 76.6 µM), for inactives: at the highest dose activity change, negative = inhibition, actives largely listed as inhibitors. AID 602179. O75874. IDH1-R132H enzyme, NADPH consumption, diaphorase/resazurin fluorescence; note: potency is the fitted concentration of half-maximal effect; % is set by controls: 0 for no effect and ±100 for the full control effect; nearly all actives have a fitted effect of over 65% in size
Target sequence (O75874 whole entry R132H, stated change not applied): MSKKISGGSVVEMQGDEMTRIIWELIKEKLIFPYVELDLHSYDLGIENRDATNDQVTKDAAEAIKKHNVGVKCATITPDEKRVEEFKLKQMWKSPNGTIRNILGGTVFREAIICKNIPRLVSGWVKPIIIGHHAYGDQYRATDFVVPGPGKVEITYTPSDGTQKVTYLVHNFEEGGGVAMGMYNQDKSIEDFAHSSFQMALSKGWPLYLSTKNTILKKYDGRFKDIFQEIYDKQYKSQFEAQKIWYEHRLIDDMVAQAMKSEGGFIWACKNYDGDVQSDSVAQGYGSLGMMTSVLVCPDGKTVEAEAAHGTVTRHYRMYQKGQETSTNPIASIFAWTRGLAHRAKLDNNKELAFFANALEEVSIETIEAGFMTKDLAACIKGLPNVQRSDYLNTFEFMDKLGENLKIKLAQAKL
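IDH1-R132H (0.5 ug/mL) preincubated 30 min with compound, then NADPH (0.016 mM) and alpha-KG (2 mM) added; 80 min at RT, pH 7.5. Remaining NADPH coupled via diaphorase/resazurin to fluorescence (540/590 nm); concentration-response curves normalized to no-enzyme control.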
Vif-A3F inh = inhibitors of Vif-A3F interaction; 0.2% of 390,000 active; AID 602313; HeLa A3F-eYFP + Vif (tagged APOBEC3F with the HIV-1 protein that degrades it), YFP fluorescence increase; Potency, µM (top dose mostly 46.1 µM), inactives show at the top dose activity, negative = active; note: potency is the fitted concentration of half-maximal effect; % of control where 0% means no effect; nearly all actives have a fitted effect of over 65% in size
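HeLa cells stably expressing Vif plus C-terminally eYFP-tagged A3F were seeded, incubated overnight at 37 deg C, dosed with compound, incubated overnight again at 37 deg C. Yellow fluorescence (Ex 488/Em 500-530) reported blocked Vif-mediated A3F-eYFP degradation.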
RGS4 inhibitor = inhibitors of human regulator of G protein signaling 4 | P49798 | Transcreener GDP fluorescence polarization, RGS4-accelerated GTP hydrolysis | Potency, µM (series often up to 114 µM), without a hit: top-dose activity change, negative = inhibition, usual class: inhibitors | 0.039% of 390,000 active; note: potency is the fitted concentration of half-maximal effect; % is set by controls: 0 for no effect and ±100 for the full control effect; nearly all actives have a fitted effect of over 75% in size; some results filed as inactive show a strong effect at the top dose
Target sequence (P49798 whole entry, looked up): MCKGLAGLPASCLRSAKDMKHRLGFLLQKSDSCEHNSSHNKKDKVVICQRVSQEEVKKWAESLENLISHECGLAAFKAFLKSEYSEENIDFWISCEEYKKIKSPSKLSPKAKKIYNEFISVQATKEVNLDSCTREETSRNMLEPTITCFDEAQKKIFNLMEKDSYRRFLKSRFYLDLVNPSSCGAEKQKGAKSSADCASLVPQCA
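MLSMR compounds (23 nl, pin-transferred) preincubated 10 min at room temperature with a 500nM (2x) first reagent, then RGS4 at 900nM (2x) plus Transcreener GDP mix added; fluorescence polarization (620/688 nm) read before and after 90 min at 30 °C.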
An asterisk follows results filed as active; ? = inconclusive; . = no result given; & = joins results of further samples; [ ] = dose if it differs, or a comment. Unless noted, calls come from the whole dose curve; as a rule, active = well fitted curve in the direction sought with a large enough effect; inconclusive = small, poorly fitted or top-dose-only effect, or another doubt; inactive = no such curve, though single readings can be large; an effect the other way counts as inactive or inconclusive.

SMILES | USP1 inh | LDHA block | rTrxR1 inhibitor | GRP78 ERSR act | Vif-A3G inh | TrxR1 substrate | mIDH1 inhibitor | Vif-A3F inh | RGS4 inhibitor
COc1ccc(C2Nc3ccccc3C(=O)N2Cc2ccco2)cc1COc1ccc([N+](=O)[O-])cc1 (stereo not given) | -7% | -1&-6 | 10%&-9% | -2%&-5% | 0%&-7% | 5% | -3% | 0% | -25%&0%
COc1ccc(C2(CNC(=O)Cc3ccc(OC)c(OC)c3)CCOCC2)cc1 | -19% | -2 | -14% | -3% | 1% | -7% | 0% | . | -3%
COc1ccc(C(C)=O)cc1COc1nc(C)nc2ccccc12 | -6% | -6 | 29%[57.1 µM] | -5% | 0% | 8%[57.1 µM] | 1% | -1% | -7%
O=C1Cc2ccccc2Sc2ccccc21 | -20% | 6 | 20%[57.1 µM] | -1% | -2% | -12% | 2% | -1% | ?
O=C(CCNC(=O)c1ccccc1)Oc1ccc([N+](=O)[O-])cc1 | -11% | 0 | ? | 4% | -8% | 2% | 8% | 0% | -7%
COCCCNC(=S)N1CCC(C(=O)c2ccc(Cl)cc2)CC1 | -10% | -6 | 16%[57.1 µM] | -7% | 0% | 11%[57.1 µM] | 3% | -18% | 7%
CCOC(=O)C1=CNS(=O)(=O)NC1c1ccc(C)cc1 (stereo not given) | -13% | 1 | 4% | -5% | -3% | 3% | -5%[38.3 µM] | 3% | -2%
Cc1c(NC(=O)C(C)(C)Oc2ccc(Cl)cc2)cccc1-c1nc2ccccc2o1 | ? | -5 | 14% | -9% | 2% | 2% | -2% | -3% | 16%
CCOC(=O)C1CCN(C(=O)CCCCn2c(=O)[nH]c3ccccc3c2=O)CC1 | -16% | -5 | 9%[57.1 µM] | -5% | 0% | 17%[57.1 µM] | 12% | -1% | -16%
CCCCN1C(Nc2ccccc2)=NC[C@@H]1C | -21% | 0 | 14% | -7% | 1% | 4% | 0% | 6% | -6%
CCC1Oc2nc(SC)nnc2-c2ccccc2N1C(=O)c1ccccc1 (stereo not given) | -11% | -2 | -21% | 1% | -27% | -10% | 1% | -6% | 17%
COc1ccccc1Nc1ncc(C(=O)N2CCC(C(N)=O)CC2)c2ccccc12 | -7% | 22 | -27% | -3% | -10% | -13% | -1% | 1% | 13%
Cc1ccc(-n2c(SCC(=O)c3ccccc3)nc3c([nH]c4ccccc43)c2=O)cc1 | -4% | -3 | 17%[57.1 µM] | -2% | 4% | 2%[57.1 µM] | 18% | 4% | -6%
COc1ccc(C)cc1NCc1cccc(OC)c1OC | -6% | -4 | 4% | -3% | 3% | -2% | 4% | -5% | -15%
O=C1c2ccccc2NC(c2ccccn2)N1c1ccccc1F (stereo not given) | -9% | -7 | 48%[activator][57.1 µM] | -3% | 0% | 130%[activator][57.1 µM] | 8% | 2% | 22%

3 entries out of the list above, ordered by their value in rTrxR1 inhibitor, smallest number first.
mol	rTrxR1 inhibitor
CCC1Oc2nc(SC)nnc2-c2ccccc2N1C(=O)c1ccccc1 (stereo not given)	-21%
CCOC(=O)C1=CNS(=O)(=O)NC1c1ccc(C)cc1 (stereo not given)	4%
CCCCN1C(Nc2ccccc2)=NC[C@@H]1C	14%

The list goes on:
SMILES | USP1 inh | LDHA block | rTrxR1 inhibitor | GRP78 ERSR act | Vif-A3G inh | TrxR1 substrate | mIDH1 inhibitor | Vif-A3F inh | RGS4 inhibitor
CCN1C(=O)[C@H]2[C@@H](c3ccc(-c4ccccc4)cc3)N3CCC[C@@]3(C(=O)OC)[C@H]2C1=O | 8% | -7 | 0%[57.1 µM] | 5% | -3% | 4%[57.1 µM] | -2% | 6% | 13%
CC(=O)Nc1c(NC(C)(C)C)c2ccccc2oc1=O | -22% | -6 | 25% | -2% | 1% | 6% | 0% | -12% | -4%
COc1ccc(-n2c(C)c(C)c3c(NCCCO)ncnc32)cc1 | -2% | -1 | 10%[57.1 µM] | -1% | 0% | 12%[57.1 µM] | 9% | 5% | 1%
CC(C)CNC(=S)N1CCN(Cc2ccc3c(c2)OCO3)CC1 | -27% | -21 | 11%[57.1 µM] | -2% | 3% | 4%[57.1 µM] | 8% | -6% | -26%
O=C(c1ccc(OC2CCN(Cc3ccccc3C(F)(F)F)CC2)cc1)N1CCCCC1 | -14% | -3 | -4% | -1% | -6% | -9% | 5% | -29% | 1%
Cn1nc(-c2ccc(C(=O)NCCO)cc2)c2ccccc2c1=O | -14% | -5 | 25% | 0% | 2% | 3% | 2% | 3% | 14%
O=C(NCc1ccccn1)c1cc(-c2ccccc2)nc2ccccc12 | -14% | -6 | -11% | -4% | 0% | -4% | -1% | 2% | 2%
CCCCCCC(=O)OCC(=O)c1ccc2c(c1)NC(=O)CO2 | -13% | -7 | 18% | -1% | -3% | 7% | 5% | -16% | -13%
CCN(CC)C(=O)C1=CC(c2ccc3c(c2)OCO3)=NS(=O)(=O)N1C | ? | -13 | 6% | -5% | 0% | -5% | -22% | 2% | 30%
COC(=O)COc1ccc(NC(=O)C2CCCO2)cc1 (stereo not given) | -1% | -2 | 39%[activator] | -2% | 1% | 21% | -1% | -9% | 15%
O=C(COC(=O)c1ccc(F)c(S(=O)(=O)N2CCOCC2)c1)c1ccc(Cl)cc1 | -2% | -5 | 20% | -3% | 2% | -6% | -10% | 5% | 15%
CCCn1c(CC)nc([N+](=O)[O-])c1Sc1ccc(C)cc1 | -11% | -7 | ? | -4% | -8% | -8% | 4% | 3% | 18%
CCN(CC)S(=O)(=O)c1cc(C(=O)OCC(=O)c2ccc3c(c2)NC(=O)CO3)ccc1Cl | -12% | 0 | 8% | -3% | 1% | 3% | 8% | -10% | 19%
CC(=O)Oc1ccc(/C=C2/SC(=S)N(Cc3ccccc3)C2=O)cc1 | -5% | 2 | 1%[57.1 µM] | -3% | -3% | -3%[57.1 µM] | -4% | ? | -1%
Cc1cc(S(=O)(=O)NCC(c2ccc3c(c2)OCO3)N2CCOCC2)ccc1F (stereo not given) | -19% | -2 | 18% | -4% | -1% | 6% | 5% | 3% | -1%
O=C(C1CCN(c2ncnc3c2nc2n3CCCCC2)CC1)N1CCCCC1 | -1% | -11 | 51%[activator] | 2% | 2% | 14% | 1% | -3% | 39%
COc1ccc(/C=N/OC(=O)c2ccc(Cl)cc2)c(Cl)c1OC | -21% | -12 | 1% | -1% | -2% | 3% | -3% | -3% | 25%
CCn1c(CNc2ccc(Cl)cc2)nnc1SCC#N | 0% | -2 | 11% | -3% | 0% | -1% | 11% | -4% | 1%
CC1CN(S(=O)(=O)c2ccccc2)CC(C)O1 (stereo not given) | ? | -1 | -4% | -3% | -5% | -3% | 0% | -4% | -32%
Cc1cc(C)c(C#N)c(SCC(=O)C(C)(C)C)n1 | -11% | -1 | -7%[57.1 µM] | -4% | -8% | 4%[57.1 µM] | 5% | 7% | -24%
O=C(Nc1nccs1)c1cc(Cl)nc2ccccc12 | -3% | -6 | 15%[57.1 µM] | -2% | -5% | 14%[57.1 µM] | 20% | 2% | 8%
Cc1cc(C)c(C)c(S(=O)(=O)N2CCN(Cc3nc4ccccc4[nH]3)CC2)c1C | -19% | 2 | 11% | -3% | -1% | 8% | -1% | 0% | -4%
CC(C)(C)NC(=O)CSc1nc2[nH]ncc2c(=O)[nH]1 | -11% | -6 | 4%[57.1 µM] | -2% | 2% | 7%[57.1 µM] | 2% | 2% | 8%
C=CCNc1nc(C(=O)OCC(=O)Nc2ccc(S(N)(=O)=O)cc2)cs1 | -15% | -9 | 6%[57.1 µM] | -2% | -2% | 4%[57.1 µM] | -3% | 0% | -35%
Cc1ccc2c(c1)cc(CN(C(=O)N1CCOCC1)C1CCCC1)c1nnnn12 | -19% | -7 | 23% | 4% | 0% | 6% | 2% | -24% | -4%
COc1ccc(C)cc1S(=O)(=O)N1CCCCC1 | 3% | 1 | 12% | -4% | -3% | 3% | 1% | 0% | 6%
O=C(Nc1ccccc1)Nc1cccc(C(F)(F)F)c1 | -16% | -12 | -65% | 4% | -1% | 8%[57.1 µM] | -3% | 4% | -8%
Clc1ncc(CN2CCN(c3ccccc3)CC2)s1 | -5% | 1 | 31%[11.4 µM] | -2% | 1% | 9%[11.4 µM] | 2% | -1% | 18%
Cc1cc([N+](=O)[O-])c(C)cc1-c1ccc(/C=N/NC(=O)c2cccnc2)o1 | -22% | 6 | 11% | -2% | -3% | -5% | 2% | 0% | -39%
CCOC(=O)N1CCN(S(=O)(=O)c2c(C)nc3scc(C)n3c2=O)CC1 | -15% | -3 | -2% | -3% | 1% | -13% | 3% | -2% | ?
CCc1ccc(NC(=S)Nc2cccc(OC)c2)cc1 | -6% | 2 | -3%[57.1 µM] | 3% | 1% | 15%[57.1 µM] | 4% | 8% | 11%
Cc1nnc(SCC(=O)N2CCN(C(=O)c3ccco3)CC2)n1C | -24% | -1 | 7% | -3% | -1% | 4% | -12% | -5% | -35%
COc1cc(NC(=O)Cn2cc(S(=O)(=O)N3CCC(C)CC3)c3ccccc3c2=O)cc(OC)c1OC | ? | 5 | 0% | 0% | -1% | -9% | 4% | 1% | -11%
CCOC(=O)CC[C@H](NC(=O)Cn1cnc2c(SC)nc(N)nc21)C(=O)OCC | -26% | -2 | 8% | -3% | 0% | 5% | 2% | 12% | -23%

Some of the compounds tested; count on the stated rates, not on these rows.
